aSyn yeast rescue: alpha-synuclein toxicity suppression in yeast; 94,000 tested, 0.02% active; Potency, µM (highest dose often 46.1 µM), without a hit: top-dose growth rescue (activation), usual class: activators; S. cerevisiae alpha-synuclein toxicity rescue, BacTiter-Glo growth, 24 h; active means well fitted activation curve with a large enough effect; inconclusive means small, poorly fitted or top-dose-only effect; further: 0% is about no effect
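Growth restoration measured by BacTiter-Glo luminescence after 24 hr at 30 deg C; alpha-synuclein yeast, raffinose-pregrown to mid-log, were added at OD600=0.02 in galactose medium onto pinned compounds.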
The depositor's hits bear a star; ? = inconclusive; & = joins results of further samples. Potency means the concentration at half of the fitted maximal effect. A portion of the library; the hit share may differ from the screen's.

A first look:
SMILES	aSyn yeast rescue
COc1ccc(CN(C)c2ccc(-c3nc(-c4ccc(OC)c(OC)c4)no3)cc2[N+](=O)[O-])cc1	5.4%
COc1ccccc1-n1c(=O)n(C)c2c(C(N)=O)nc(-c3cc(OC)c(OC)c(OC)c3)nc21	1.9%
CCOc1ccc(Nc2sc(C(=O)c3cccc(OC)c3)c(N)c2S(=O)(=O)c2ccccc2)cc1	-2.9%
COc1ccc(N2CCN(C(=O)c3ccc4c(c3)N(Cc3cc(C)ccc3C)C(=O)c3ccccc3S4=O)CC2)cc1 (stereo not given)	5.7%

Results, from the start:
SMILES	aSyn yeast rescue
COc1ccc(CN(C)c2ccc(-c3nc(-c4ccc(OC)c(OC)c4)no3)cc2[N+](=O)[O-])cc1	5.4%
COc1ccccc1-n1c(=O)n(C)c2c(C(N)=O)nc(-c3cc(OC)c(OC)c(OC)c3)nc21	1.9%
CCOc1ccc(Nc2sc(C(=O)c3cccc(OC)c3)c(N)c2S(=O)(=O)c2ccccc2)cc1	-2.9%
COc1ccc(N2CCN(C(=O)c3ccc4c(c3)N(Cc3cc(C)ccc3C)C(=O)c3ccccc3S4=O)CC2)cc1 (stereo not given)	5.7%
Cc1ccccc1CNC(=O)C1=Cc2ccccc2OC1	5.3%
Cn1c(=O)c2c(nc(NN=C3CCCCC3)n2C)n(C)c1=O	-13.2%
O=C(O)/C=C/C(=O)N1Cc2cc3ccccc3nc2C1	3.0%
CC(C)Sc1nc2sccc2c(=O)n1-c1ccccc1	?
CCN(C(=O)CN1C(=O)NC2(CCc3ccccc32)C1=O)C1CCCCC1 (stereo not given)	1.3%
COc1cccc(NC(=O)CCc2c(C)nc3ncnn3c2C)c1	-8.4%
O=C(COc1ccc(Cl)cc1)Nc1ccc2nc(SCC(=O)N3CCOCC3)sc2c1	6.6%
CCc1ccc(Oc2nnnn2-c2ccc(C(N)=O)cc2)cc1	-12.7%
COc1ccc(Nc2nn3c(=O)c4cc5c(cc4nc3s2)OCO5)c(OC)c1	5.0%
O=C(CCNC(=O)c1ccc([N+](=O)[O-])cc1)Nc1ccc(F)c(F)c1F	-9.6%
CC(C)(C)c1ccc(C(=O)NNC(=S)NC(=O)c2cccnc2)cc1	?
Cc1ccc(S(=O)(=O)NC[C@H]2O[C@@H](n3ccc(N)nc3=O)[C@H](O)[C@@H]2O)s1	-5.4%
CCN1/C(=C/c2cccc[n+]2C)Sc2ccc(OC)cc21	-11.8%
COc1ccc(/C=N/Nc2ccc(C(F)(F)F)cc2[N+](=O)[O-])cc1O	4.9%
COc1ccccc1N1CCN(C(CNS(=O)(=O)c2cccs2)c2cccnc2)CC1 (stereo not given)	0.9%
COc1cc(C(=O)Nc2nnc(C)s2)cc(OC)c1OC	3.4%
CCN(CC)c1ccc(C(=O)NNC(=O)C2CCN(c3ncnc4sc(C)c(C)c34)CC2)cc1	1.6%
O=C(NCCO)/C(=C\c1ccc([N+](=O)[O-])o1)NC(=O)c1ccccc1	-3.3%
Cc1cc(NC(=O)CCC(=O)N(c2ccccc2)C(C(=O)NC2CCCC2)c2ccccc2F)no1 (stereo not given)	11.1%
CN(C)c1cccc(C(=O)NCc2ccc3c(c2)OCO3)c1	-0.1%
Cc1ccc(NC(=O)c2ccc(CN3CC(=O)N4CCCCC4C3=O)cc2)c(C)c1 (stereo not given)	16.2%&-9.0%
COc1ccc(-c2noc(CNC(=O)c3ccc(OC)cc3OC)n2)cc1	-9.7%
CCOc1cccc2sc(N3CCN(C(=O)c4ccc5c(c4)CCCC5)CC3)nc12	4.5%
COc1ccc(CNC(=O)C(C)N2C(=O)COc3ccc(C)cc32)c(OC)c1 (stereo not given)	-12.5%
COc1cc(-c2nc3ccc(C)cn3c2Nc2ccc(Cl)cc2)ccc1O	-6.4%
Cc1onc(-c2ccccc2Cl)c1C(=O)Nc1ccccc1O	-3.1%
CCN1C(C(=O)c2ccccc2)=C(OC(=O)c2ccc(OC)cc2)c2ccccc2S1(=O)=O	12.2%
O=C(Nc1ccc(S(=O)(=O)N2CCOCC2)cc1)c1ccc2c(c1)OCO2	2.0%
CC(=O)Nc1ccc(S(=O)(=O)Nc2ccc(F)c([N+](=O)[O-])c2)cc1	-7.1%
C[C@@H]1CN([C@@H](C)CO)C(=O)c2cc(N(C)C)ccc2O[C@@H](C)CCCCO[C@@H]1CN(C)Cc1ccc2c(c1)OCO2	2.9%
CCOc1ccc(CNC(=O)Nc2ccc3c(c2)N(C)C(=O)c2ccccc2S3)cc1	-9.7%
Cc1ccc(-c2cn3nc(N4CCCC(C(=O)NCc5ccccc5F)C4)sc3n2)cc1 (stereo not given)	-10.9%
Cc1c(CC(=O)N2CCCCC2)c(=O)oc2c(C)c(O)ccc12	-3.8%
Cc1cccc(NC(=O)c2cc3c(=O)n4ccccc4nc3s2)c1	-2.8%
COc1ccc(C(=O)Nc2c(-c3cccs3)c(=O)c3ccccc3n2C)cc1	-5.2%
CCOc1ccccc1NC(=O)CSc1ncc2c(n1)-c1ccccc1N(CC)S2(=O)=O	6.9%
COc1ccccc1Cn1c(CNS(=O)(=O)c2ccc(C(C)C)cc2)nc2cccnc21	6.4%
CCN(CC)C(=O)c1ccccc1NC(=O)c1ccccc1C	-1.0%
COCCNC(=O)Cn1c(=O)n(CCCCCC(=O)NCc2ccccc2Cl)c(=O)c2sccc21	-15.0%
O=C(CN(Cc1ccco1)C(=O)CNS(=O)(=O)c1ccc(F)cc1)NCc1ccccc1	2.3%
O=C(NCc1cccnc1)C1C2C=CC(C2)C1C(=O)Nc1cccc(C(F)(F)F)c1 (stereo not given)	8.0%
COc1ccc(CNC(=O)CN(Cc2ccccc2)C(=O)CCC(=O)Nc2ccccn2)cc1	1.8%
COc1cc(NC(=O)Cn2ccsc2=N)cc(OC)c1	6.4%
CCn1c(SCCC(C)C)nnc1-c1c[nH]c2ccccc12	5.9%
Cc1ccc(C(=O)N2c3nc(-c4ccco4)nn3C3(CCCCC3)[C@@H]3CCCC[C@@H]32)cc1	13.4%
COc1cc(-c2noc(C3CC(=O)N(c4cc(C)ccc4C)C3)n2)cc(OC)c1OC (stereo not given)	-3.8%

More compounds follow:
SMILES	aSyn yeast rescue
COc1ccc(NC(=O)COC(=O)c2ccc(S(=O)(=O)N3CCCCC3)cc2)c(OC)c1	2.9%
Cc1ccccc1NC(=O)NCc1ccccn1	-1.0%
Cc1nc2scc(C)n2c(=O)c1S(=O)(=O)Nc1cccc(O)c1	-1.2%
CCOC(=O)c1c(NC(=O)CCCOc2ccc(C(C)(C)C)cc2)sc2c1CCC2	6.8%
O=C(COc1ccc(NC(=O)c2ccccc2[N+](=O)[O-])cc1)c1ccc(F)cc1	-1.1%
CNC(=O)CN1C(=O)c2cccnc2Sc2ccccc21	3.7%
CS(=O)c1ccccc1-c1nc(-c2ccc(Cl)cc2)no1 (stereo not given)	2.6%
CC(=O)c1ccc(OCCCC(=O)N(CCC2=CCCCC2)c2c(N)n(Cc3ccccc3)c(=O)[nH]c2=O)cc1	6.3%
CC(=O)c1cnc(Nc2cccc(C)c2)s1	-13.3%
C=CCn1c(SCC(=O)Nc2cc(C)on2)nc2ccccc21	14.1%
COc1ccc([C@H]2C[C@H](n3cc(COC(=O)c4ccccc4)nn3)[C@@H](O)CN2Cc2cccs2)cc1	0.7%
CC1CCCCC1=NNC(=O)c1ccccc1 (stereo not given)	-1.3%
CCOC(=O)C1=C(C)NC(C)=C(C(=O)OCC)C1C(=O)OCC(=O)N(C)C	6.8%
N#Cc1ccccc1COC(=O)c1cc(S(=O)(=O)N2CCOCC2)ccc1F	-6.8%
O=C(O)c1ccccc1NN=C1CCCCC1	4.5%
COc1ccc(CCC(=O)NCc2nc3cccnc3n2Cc2ccccc2)cc1	0.9%
CCOc1ccc(OCC(O)CN2CCN(S(=O)(=O)c3cccc(C(F)(F)F)c3)CC2)cc1 (stereo not given)	-2.9%
CCN1CCN(C(=O)NC2CC(=O)N(c3ccc(OC)cc3)C2)CC1 (stereo not given)	-6.0%
O=C(c1ccccc1F)N1CCN(S(=O)(=O)c2ccc(S(=O)(=O)N3CCCCCC3)cc2)CC1	-8.3%
CC(=O)N1N=C(c2ccco2)CC1c1cc2ccc(C)cc2nc1Cl (stereo not given)	-0.7%
O=[N+]([O-])c1cccc(NNS(=O)(=O)c2ccccc2F)c1	5.3%
CCOC(=O)c1c(C)oc(=O)c(CC)c1O	2.7%
N#C/C(=N/Nc1ccc(S(=O)(=O)N2CCOCC2)cc1)C(N)=O	-3.9%
COc1ccc(-n2c(=O)c3ccccc3n(CC(=O)NCCc3ccc(OC)c(OC)c3)c2=O)cc1	2.9%
O=C(NCC(c1ccc2c(c1)OCO2)N1CCOCC1)c1c(F)cccc1F (stereo not given)	2.1%
CCCCOC(=S)NC(=O)c1sc2ccccc2c1Cl	-1.7%
COc1ccc(S(=O)(=O)N(CCc2ccccc2)CC(=O)Nc2cc(Cl)ccc2C)cc1	?
CCOc1ccccc1CSc1nc2ccccc2[nH]1	0.8%
CCc1c(C)sc(NC(=O)c2cc(CC(C)C)on2)c1C#N	7.1%
CC1(c2cccc(Br)c2)NC(=O)N(CC(=O)NCCC2=CCCCC2)C1=O (stereo not given)	-2.7%
CCOCCCNC(=O)c1cnc2sc(N3CCCCC3)nn2c1=O	-1.5%
Cc1cccnc1NC(=O)NC(=O)c1ccc(C(C)(C)C)s1	1.0%
COc1ccc(N(C)C(=O)Cc2c(C(=O)O)[nH]c3ccccc23)cc1	4.0%
Cc1ccc(CNC(=O)CCc2c(C)[nH]c(=O)c(C#N)c2C)cc1	1.5%
COc1cc2c(C(=O)N3CCN(c4ccc(F)cc4)CC3)cn(CC(C)C)c(=O)c2cc1OC	4.6%
Cc1nc2ccn(Cc3ccco3)c(=O)c2cc1C(=O)NCc1ccccc1	2.8%
COCc1cc(=O)n2[nH]c(-c3ccco3)cc2n1	3.8%
Cc1oc(-c2ccc(C(=O)Nc3cccc(C(F)(F)F)c3)cc2)nc1CSc1ccccc1	-5.8%
O=C(Nc1nccs1)c1cn(-c2ccccc2)nc1-c1ccncc1	-0.1%
Cc1ccc(NC(=O)Cn2ccn(Cc3ccc(Cl)cc3)c(=O)c2=O)cc1C	-3.1%

A different layout for part of the listing above.
COCc1cc(=O)n2[nH]c(-c3ccco3)cc2n1
  aSyn yeast rescue: 3.8%

Cc1oc(-c2ccc(C(=O)Nc3cccc(C(F)(F)F)c3)cc2)nc1CSc1ccccc1
  aSyn yeast rescue: -5.8%

O=C(Nc1nccs1)c1cn(-c2ccccc2)nc1-c1ccncc1
  aSyn yeast rescue: -0.1%

Cc1ccc(NC(=O)Cn2ccn(Cc3ccc(Cl)cc3)c(=O)c2=O)cc1C
  aSyn yeast rescue: -3.1%

Later entries
SMILES	aSyn yeast rescue
Cc1ccc(NC(=O)CS(=O)CC(=O)N(C(C)C(=O)NC2CCCCC2)C(C)(C)C)cc1 (stereo not given)	6.7%
CSCc1c(C(=O)NCCc2ccccn2)oc2ccccc12	0.9%
O=C(C1CCN(S(=O)(=O)c2ccc(Br)s2)CC1)N1CCN(c2ccc(F)cc2)CC1	?
Cc1c(NS(=O)(=O)c2ccc(Cl)c(C(=O)OC(C)C(=O)NCc3ccco3)c2)c(=O)n(-c2ccccc2)n1C (stereo not given)	3.4%
CN(C)CCCN1c2ccc(O)cc2Sc2ccc(Cl)cc21	-0.8%
CC(=O)C1=C(O)C(=O)N(c2nnn(C)n2)C1c1cccs1 (stereo not given)	1.5%
COc1cc(NC(=O)Cn2c(=O)n(CC3CCCO3)c(=O)c3cc(OC)c(OC)cc32)cc(OC)c1 (stereo not given)	1.3%
CCOc1ccc(Nc2ccc(S(=O)(=O)N3CCOCC3)cc2[N+](=O)[O-])cc1	14.7%
COc1cc(-n2c(=O)c3ccccc3n(Cc3cccc(Cl)c3)c2=O)cc(OC)c1OC	4.1%
CCc1nnc(NC(=O)c2ccc3c(=O)n4c(nc3c2)CCC4)s1	-5.6%
O=C(NCCCN1CCN(c2ccc(F)cc2)CC1)c1ccc2nc(Cc3ccccc3)oc2c1	-8.2%
Cc1cccc(NC(=S)NCc2ccco2)n1	6.1%
C#CCn1c(S(=O)(=O)Cc2ccccc2Cl)nc(-c2ccccc2)c1-c1ccccc1	-10.5%
CCCN(CCC)S(=O)(=O)c1cccc(C(=O)Nc2ccc3c(c2)OCO3)c1	3.4%
COc1ccc(NC(=O)CSc2cc(C(=O)c3nccn3C)c3ccccc3n2)cc1	8.5%
COc1cccc(CNC(=O)c2[nH]c3cc(C)ccc3c2Sc2ccccc2)c1	0.8%
O=C(COC(=O)c1cc(=O)c2ccccc2o1)NCc1ccc(Cl)cc1	-12.4%
COc1ccccc1-c1noc(CCC(=O)Nc2cccnc2)n1	-5.0%
Cc1cc(C)cc(S(=O)(=O)Nc2cccc(-c3ccc(N4CCOCC4)nn3)c2)c1	10.7%
COc1ccccc1N1CCN(C(=O)CN2C(=O)COc3ccc(S(=O)(=O)N4CCOCC4)cc32)CC1	-5.0%
CN(C)c1ccc(Nc2ncnc3sc4c(c23)CCCC4)cc1	-0.9%
COc1ccc(CN2CCc3nc(Nc4ccccc4)ncc3C2)c(OC)c1OC	-0.2%
Cc1cccn2c(=O)cc(COc3cccc(NC(=O)Nc4cccc(Cl)c4)c3)nc12	-6.9%
COc1ccc(OCCCn2c(C3CC(=O)N(c4ccc(F)cc4)C3)nc3ccccc32)cc1 (stereo not given)	9.5%
Cc1ccc(-c2csc(=Nc3ccc(F)cc3)n2Cc2ccc3c(c2)OCO3)cc1C	-18.4%
COC(=O)c1sc2cccc(F)c2c1S(=O)(=O)NCc1ccc(F)cc1	-4.2%
COc1ccc(NC(=O)Cn2cc(C(=O)c3ccc(C)c(C)c3)c(=O)c3cc(OC)ccc32)cc1	-8.6%
CC1(C)CC(=O)C2=C(C1)OC(N)=C(C#N)C2c1ccc[nH]1 (stereo not given)	-13.2%
Cc1ccccc1NC(=S)NCC1CCC(CNC(=S)Nc2ccccc2C)CC1 (stereo not given)	-12.2%

Screening results as filed in PubChem BioAssay.
